IL1B secr inh: inflammasome signaling inhibition, IL-1 beta readout; AID 743279; hit rate 4.7% among 360,000; activity change, % at 57.5 µM; THP-1 LPS/ATP IL-1B secretion, AlphaLISA, 16 h; active compounds read low; in the data active = activity change below about -50%; inconclusive = mostly about -30% to -49%; note: % is set by controls: 0 for no effect and ±100 for the full control effect
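THP-1 cells pretreated 1 hr with compounds (up to 57.5 uM final), then stimulated with LPS (250 ng/mL final) plus ATP (1.25 mM final); secreted IL-1B measured by AlphaLISA after 16 hr, decreased signal indicating inhibition.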
GLP-1R agonist: agonists of human GLP-1 receptor. P43220. HEK293 GLP-1R CRE-luciferase, luminescence, 4-6 h; cells express a hypersensitive GLP-1R form. Potency, µM (doses to about 45.6 µM), without a hit: top-dose activation, hits mostly activators. hit rate 0.007% among 380,000. AID 624172; note: potency is the fitted concentration of half-maximal effect; % of control where 0% means no effect
Target sequence (P43220 whole entry, looked up): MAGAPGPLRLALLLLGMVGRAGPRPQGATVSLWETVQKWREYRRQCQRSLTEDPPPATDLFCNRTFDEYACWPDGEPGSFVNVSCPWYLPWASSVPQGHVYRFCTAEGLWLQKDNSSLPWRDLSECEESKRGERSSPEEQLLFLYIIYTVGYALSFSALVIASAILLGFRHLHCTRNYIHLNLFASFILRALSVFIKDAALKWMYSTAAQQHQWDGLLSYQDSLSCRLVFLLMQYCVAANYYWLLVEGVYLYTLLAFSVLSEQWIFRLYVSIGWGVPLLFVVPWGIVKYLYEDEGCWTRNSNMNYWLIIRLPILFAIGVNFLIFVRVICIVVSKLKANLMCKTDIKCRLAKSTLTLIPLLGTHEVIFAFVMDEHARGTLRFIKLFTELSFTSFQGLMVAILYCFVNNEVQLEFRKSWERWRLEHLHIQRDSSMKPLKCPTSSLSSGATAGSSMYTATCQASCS
SW480 rerep: inducers of DNA re-replication in SW480 colon cancer cells. SW480 DNA re-replication, Hoechst DNA content imaging, 48 h. Potency, µM (doses to about 46.1 µM), for the others: at the highest dose re-replication activation, actives largely listed as activators. hit rate 1.8% among 340,000; note: potency is the fitted concentration of half-maximal effect; % of control where 0% means no effect; nearly all actives have a fitted effect of over 55% in size
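Quantitative HTS format with DMSO vehicle controls; 48 hr drug incubation at 37 C, then 40 min Hoechst staining and scanning imager measurement at 405 nm excitation.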
KB-3-1 cytotox: KB-3-1 parental cell cytotoxicity; KB-3-1 viability, CellTiter-Glo ATP luminescence, 72 h; Potency, µM (titrated, usually from 46.1 µM), for the others: at the highest dose activity change, negative = cytotoxic, actives largely listed as cytotoxic; hit rate 1.4% among 400,000; note: potency is the fitted concentration of half-maximal effect; % is set by controls: 0 for no effect and ±100 for the full control effect; nearly all actives have a fitted effect of over 60% in size
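Parental KB-3-1 viability, qHTS format: 72 h compound exposure, 37 °C; CellTiter-Glo; media-only wells and DMSO plates as controls; concentration-effect fits on corrected data.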
HT1080 IDH1KD tx: kills HT-1080 cells with IDH1 knockdown; hit rate 2% among 360,000; Potency, µM (series often up to 46.1 µM), without a hit: at the top dose activity, negative = toxicity, actives largely listed as cytotoxic; AID 686971; HT-1080 IDH1 knockdown viability, ATP luminescence, 48 h;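 note: potency is the fitted concentration of half-maximal effect; 0% = DMSO wells and -100% = cell-free medium wells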
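CellTiter-Glo luminescence after 48 h compound exposure at 37 degrees C of IDH1-knockdown HT-1080 cells in 5% FBS RPMI. %Activity scaled between DMSO wells and cell-free media wells, with curves fitted and assigned curve classes.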
DRD3 agonist: agonists of human D3 dopamine receptor; max activation, %; D3R DiscoveRx beta-arrestin cells, luminescence, 90 min; AID 652048; P35462; hit rate 0.58% among 410,000; in the data active = max activation above about 30%; note: 0% is about no effect; mostly tested at two doses, the higher about 12 µM
Target sequence (P35462 whole entry, looked up): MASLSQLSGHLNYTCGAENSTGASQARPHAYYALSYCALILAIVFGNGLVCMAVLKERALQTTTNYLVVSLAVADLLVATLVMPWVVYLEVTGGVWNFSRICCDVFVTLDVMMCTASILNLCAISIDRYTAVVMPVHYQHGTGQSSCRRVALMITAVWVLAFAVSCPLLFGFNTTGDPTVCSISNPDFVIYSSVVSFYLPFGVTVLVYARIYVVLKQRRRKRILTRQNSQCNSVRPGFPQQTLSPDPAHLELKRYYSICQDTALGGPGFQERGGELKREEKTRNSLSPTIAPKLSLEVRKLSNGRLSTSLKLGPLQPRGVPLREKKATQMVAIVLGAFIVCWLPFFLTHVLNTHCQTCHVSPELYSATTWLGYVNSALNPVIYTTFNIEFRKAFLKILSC
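Agonist-mode cell screen: cells plated at 1500/well and incubated overnight at 37 °C, then exposed to library compounds for 90 min at 37 °C. Detection reagent was added for 30–60 min at room temperature, and luminescence was read.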
KB-V1 MDR tox: kills drug-selected multidrug resistant KB-V1 cells. Potency, µM (titrated, usually from 46.1 µM), for the others: at the top dose activity change, negative = cytotoxicity, most hits filed as cytotoxic. hit rate 3.4% among 400,000. KB-V1 MDR cells viability, CellTiter-Glo, 72 h; note: potency is the fitted concentration of half-maximal effect; % is set by controls: 0 for no effect and ±100 for the full control effect; nearly all actives have a fitted effect of over 60% in size
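Potencies derive from concentration-effect curves fitted to normalized luminescence (CellTiter-Glo) of KB-V1 cells treated for 72 h at 37 degrees C in phenol-red-free DMEM containing 10% FBS.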
HT1080-NT tox: kills 2HG-producing HT-1080-NT fibrosarcoma cells; HT-1080-NT fibrosarcoma viability, CellTiter-Glo ATP luminescence, 48 h; Potency, µM (titrated, usually from 46.1 µM), for the others: top-dose activity, negative = less viability, usual class: cytotoxic; hit rate 1.6% among 360,000; AID 686970;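 note: NT is the 2HG producing partner of a matched IDH1 knockdown line; potency is the fitted concentration of half-maximal effect; 0% = DMSO-treated cells and -100% = media-only wells without cells; nearly all actives have a fitted effect of over 55% in size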
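HT-1080-NT fibrosarcoma cells (2HG-overproducing), 750 cells/well in RPMI with 5% FBS, dosed after 2 h and incubated 48 h at 37C. CellTiter-Glo luminescence normalized to DMSO and no-cell wells; concentration-response curves fitted and classed.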
D3 antag: blocks the human D3 dopamine receptor; P35462; D3R cells, DiscoveRx beta-arrestin luminescence, antagonist mode; active compounds read low; max response, negative = inhibition, %; hit rate 2.5% among 360,000; in the data active = max response below about -50%; inconclusive = no clear call, values can overlap the other calls; note: % is set by controls: 0 for no effect and ±100 for the full control effect; mostly tested at two doses, the higher about 12 µM
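Cells plated overnight at 1500 cells/well, then exposed to library compounds with dopamine controls for 90 minutes at 37 degrees C. DiscoveRx reagent added for 30–60 minutes at room temperature; luminescence read, quantitative HTS format.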
* marks the source's active call; other numbers are inactive results; ? = inconclusive; . = no result given; & = joins results of further samples; [ ] = dose if it differs, or a comment. Unless noted, calls come from the whole dose curve; as a rule, active = well fitted curve in the direction sought with a large enough effect; inconclusive = small, poorly fitted or top-dose-only effect, or another doubt; inactive = no such curve, though single readings can be large; an effect the other way counts as inactive or inconclusive.

Compound	IL1B secr inh	GLP-1R agonist	SW480 rerep	KB-3-1 cytotox	HT1080 IDH1KD tx	DRD3 agonist	KB-V1 MDR tox	HT1080-NT tox	D3 antag
CCCCCCn1cc(CN2CC(N3CCN(CCN(C)C)CC3)CS2(=O)=O)nn1 (stereo not drawn)	6	0%	.	3%	11%	5	-2%	5%	-18
COc1ccc(/C=N/Nc2ccc(C(F)(F)F)cc2[N+](=O)[O-])cc1O	-3	1%	1%	1%	-25%	8	-17%	-2%	0
CCC(NC(=O)Cn1cnc2c(=O)n(C)c(=O)n(C)c21)c1ccccc1 (stereo not drawn)	2	-2%	3%	0%	-13%	-3	-2%	1%	-18
CC(=O)c1ccc(NC(=O)CSc2nccn2C)cc1	?	1%	-4%	1%	28%	4	7%	19%	8
N=c1c2c(ncn1Cc1ccco1)Oc1ccc3ccccc3c1C2c1ccccc1 (stereo not drawn)	-62*	1%	?	?	23µM*	-2	7.3µM*	16µM*	6
NC(=O)c1ccc(N2CCCCC2)c(N2C(=O)C3CC=CCC3C2=O)c1 (stereo not drawn)	3	2%	1%	19%	8%	3	15%	0%	17
COc1ccc(-n2cc(CN3CCCC3)c(-c3cccc(F)c3)n2)cc1	-77*	15%	16%	-8%	-18%	-13	-28%	-8%	?
CC(C)c1ccc(/C=C2\SC(=O)N(CC(=O)NC3CCS(=O)(=O)C3)C2=O)cc1 (stereo not drawn)	-30	-2%	-9%	4%	?	5	5%	-5%	10
Cc1ccc(C(=O)Nc2ccc(N3CCCC3)cc2)cc1	-10	0%	-37%[inhibitor]	10%	3%	-5	0%	2%	-15
COc1ccc(C(=O)NC2CCN(S(=O)(=O)c3ccccc3F)CC2)cc1	-7	-3%	-6%	2%	9%	10	-4%	9%	8
COc1cc(OC)cc(-c2nc(-c3ccccc3OC)no2)c1	-18	2%	1%	-4%	0%	2	11%	14%	7
CN1/C(=C\C=C2\N=C(c3ccc(F)cc3)OC2=O)C(C)(C)c2ccccc21	2	4%	0%	13%	0%	-7	-6%	-2%	-64*
COC(=O)C(C#N)C(c1cccnc1)c1c(C)[nH][nH]c1=O (stereo not drawn)	1	-2%	19%	6%	-23%	-8	23%	-18%	6
O=C(Cc1ccccc1)NCc1ccc(-n2cccc2)cc1	26	1%	6.5µM*	?	5.8µM*	0	-3%	5.2µM*	-16
O=C(O)CCCCCn1c(SCC(=O)Nc2ccc(F)cc2)nc2ccsc2c1=O	14	6%	-18%	-2%	-10%	0	-1%	-5%	0
O=S(=O)(c1ccc(Cl)cc1)N1CCN(Cc2ccc(O)c3ncccc23)CC1	38	-35%[inhibitor]	?	-24%	?	-8	?	?	-12
COc1ccc(N2CCN(C(=O)NCc3ccc(OC)c(OC)c3)CC2)cc1	-4	6%	-3%	-6%	-1%	-6	-24%	1%	-17
COc1ccc2cc3cc(C(=O)N(C)C4CCCCC4)oc3nc2c1	?	4%	?	?	-9%	-6	?	1%	2
Cc1cc(C)c2ccc(Cl)cc2n1	16	-3%	-16%	10%	11%	0	10%	5%	12
N=c1oc2ccccc2cc1C(=O)Nc1ccccc1	6	-1%	-3%	-2%	7%	-7	-6%	3%	-10
O=C(NCCNS(=O)(=O)c1ccccc1)c1cc(OCC(F)(F)F)ccc1OCC(F)(F)F	18	2%	-8%	3%	-27%	-6	-11%	-22%	-15
S=C(NC1CCCC1)NC1CC1	-4	6%	-9%	-2%	15%	-5	7%	-5%	7
CC(C)(C)C(=O)NC1(C(F)(F)F)N=C2SCCN2C1=O (stereo not drawn)	-13	-10%	-11%	17%	3%	-1	8%	1%	6
COC(=O)c1ccccc1S(=O)(=O)N1CCC(C(=O)N(C)CCOc2ccccc2)CC1	-8	3%	-2%	1%	2%	3	-11%	2%	1
Oc1ccc(Br)cc1-c1ccn[nH]1	-3	-3%	38%	3%	2%	-8	-19%	-1%	-8

Results in D3 antag, for 2 of the compounds above:
| SMILES | D3 antag |
| --- | --- |
| CN1/C(=C\C=C2\N=C(c3ccc(F)cc3)OC2=O)C(C)(C)c2ccccc21 | -64* |
| O=S(=O)(c1ccc(Cl)cc1)N1CCN(Cc2ccc(O)c3ncccc23)CC1 | -12 |

Further entries follow.
Compound	IL1B secr inh	GLP-1R agonist	SW480 rerep	KB-3-1 cytotox	HT1080 IDH1KD tx	DRD3 agonist	KB-V1 MDR tox	HT1080-NT tox	D3 antag
CN1/C(=C/C=N/NC(=O)c2ccc([N+](=O)[O-])cc2)C(C)(C)c2ccccc21	1	-1%	0%	2%	7%	-6	?	11%	-23
C#CCOCCOCCOCCNc1nc(N2CCN(C(=O)C([C@@H](C)O)n3cc([C@@H](N)CCCCN)nn3)CC2)nc(N2CCN(C(=O)[C@H](CCC(=O)O)n3cc([C@@H](N)[C@H](C)CC)nn3)CC2)n1 (stereo partly drawn)	-3	-1%	2%	0%	7%	-10	-1%	9%	?
CCN(CC(=O)Nc1ccc(NC(C)=O)cc1)C(=O)CCCN1C(=O)c2ccccc2C1=O	13	-6%	-4%	-4%	6%	2	3%	3%	-4
Cc1ccc(CNC(=O)c2ccc3c(c2)N(Cc2ccccc2F)C(=O)c2ccccc2S3(=O)=O)cc1	.	0%	.	5%	.	-8	16%	.	.
Cc1cccnc1NC(=O)Nc1cccc2ccccc12	1	-3%	2%	4%	9%	1	1%	9%	-6
NC(=O)c1nsc(C(=O)N(c2cccc(F)c2)C(C(=O)NCC2CCCO2)c2ccc3ncccc3c2)c1N (stereo not drawn)	?	13%	4%	-6%	7%	21	-11%	6%	9
CSCCC(NC(=O)c1cccc(S(=O)(=O)N2CCOCC2)c1)C(=O)Nc1cccc(C)c1 (stereo not drawn)	14	-1%	8%	7%	-5%	-6	?	-7%	7
CC1CN(C(=O)c2ccc(C(=O)c3ccccc3)cc2)CC(C)O1 (stereo not drawn)	11	-9%	0%	-13%	0%	7	9%	-2%	7
CC(=O)C1=CCC(c2cccs2)N(S(=O)(=O)c2ccc(C)cc2)C1 (stereo not drawn)	13	7%	.	-10%	-4%	-10	?	-12%	?
COc1cc(CNCc2ccccc2C(F)(F)F)cc(OC)c1	0	13%	-11%	16%	-6%	-4	?	-9%	-7
Cc1ccc(Cc2c(-c3ccco3)nc3ccc(Br)cn23)cc1	-16	1%	.	0%	16µM*	4	7%	18µM*	13
COC(=O)C1=CN(c2ccc(C(C)(C)C)cc2)C(N)=C(C#N)C1c1cccc([N+](=O)[O-])c1 (stereo not drawn)	-16	.	.	-11%	-4%	0	?	1%	-11
COc1ccc(NC(=O)c2ccc(Oc3ncccn3)cc2)cc1	-19	-1%	10%[1.84 µM]	0%	21%	-1	?	19%	-23
COc1ccc(NC(=O)CCCC(=O)c2ccccc2)cc1OC	-7	8%	1%	-3%	-1%	-1	4%	-2%	-18
CCc1nn2c(=O)c(S(=O)(=O)Nc3ccc(Cl)cc3)c(C)nc2s1	10	-4%	-23%	-10%	-1%	2&-8	-22%	18%	9
O=C(NCCc1cccc(Cl)c1)c1ccc2c(c1)OCO2	-1	0%	1%	5%	-5%	-3	3%	-6%	-4
COc1ccccc1N1CCN(C2CCN(C(=O)COc3cccc(C)c3)CC2)CC1	-2	14%	0%	-9%	10%	-9	27%	14%	?
CSC(=NC#N)N1CCN(c2ccccc2)CC1	-10	0%	-8%	11%	5%	2	4%	-4%	-17
COc1cc(CCC(=O)OCC(=O)Nc2nc(C)c(Cl)cc2Cl)cc(OC)c1OC	1	1%	1%	11%	11%	7	10%	9%	23
CC(C)(C)c1ccc(C(=O)NNC(=O)C2CCCCC2)cc1	6	-1%	15%	5%	-4%	4	0%	1%	0
CCCCn1nnnc1C(c1ccccc1)N1CCN(C(=O)C2CCCO2)CC1 (stereo not drawn)	4	1%	.	9%	15%	-2	4%	20%	31
O=C(Nc1nc2cc3c(cc2s1)OCO3)C1CCCCC1	18	-2%	23%	3%	0%	5	-5%	?	1
CCN(Cc1ccccc1)N=Nc1ccccc1	38	-5%	.	4%	13%	0	5%	4%	10
CCN(CC)S(=O)(=O)c1cc(C(=O)Nc2nncs2)c(Cl)cc1Cl	-84*	5%	?	10%	?	-10	?	?	-8
Cc1ccc(Cl)cc1N1CCN(CC(O)COC(C)C)CC1 (stereo not drawn)	-2	-2%	-1%	-1%	-8%	-14	-6%	-1%	-79*
Cn1c(CCNC(=O)c2ccco2)nc2cc(NC(=O)c3ccco3)ccc21	14	1%	1%	13%	1%	3	-4%	3%	17
O=C(CNC(=S)NC(=O)c1ccc(Cl)cc1)c1ccccc1	34	-2%	-32%[inhibitor]	15%	0%	4	-31%	-1%	-5
N#CC1=C(N)C(C#N)(C#N)C(c2ccc[nH]2)C2CCCC=C12 (stereo not drawn)	-27	-7%	-3%	8%	?	-5	?	-24%	5
COc1ccc(CN/C(C)=C(/C#N)C(N)=O)cc1OC	0	6%	-11%	17%	8%	6	13%	17%	-9
O=S(=O)(c1cccc2ccccc12)N1CCC2CC1c1cc(-c3ccc4c(c3)OCO4)ccc12 (stereo not drawn)	27	-6%	.	0%	23%	2	5%	?	25
Cc1cc(C(=O)NCc2ccco2)c2ccccc2n1	1	-1%	-5%	10%	24%	-16	-1%	16%	12
CCOc1ccc(/C=C/C2=NNC(=O)CC2)cc1	-16	10%	15%	0%	-2%	-3	1.8µM*	1%	6
Cc1nnsc1C(=O)Nc1ccc(S(=O)(=O)N2CCCCC2)cc1	-15	-7%	-13%	-5%	-10%	7	-10%	-4%	-9
